Screening data: PubChem, several laboratories
PostGolgi ctrl = growth inhibition of yeast control strain, primary screen, counter-screen for post-Golgi transport modulator project. efflux-deficient yeast background strain, growth absorbance A615, 16 h. inhibition, % at 10 µM. 5% of 98,000 active. AID 738, 2007
S1P2 blocker = human S1P2 receptor antagonists, primary screen, cell-based. inhibition, % at 5 µM. 0.21% of 97,000 active. AID 736, 2007. cell-based S1P2 antagonist assay, inhibition at 5 uM. Sphingosine 1-phosphate receptor 2 (Homo sapiens), O95136; in the data active = inhibition above about 45%;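 also: CRE beta-lactamase reporter cells expressing human S1P2 stimulated with S1P; 0% = agonist at EC80 alone and 100% = agonist plus reference antagonist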
Target sequence (O95136 whole entry, looked up): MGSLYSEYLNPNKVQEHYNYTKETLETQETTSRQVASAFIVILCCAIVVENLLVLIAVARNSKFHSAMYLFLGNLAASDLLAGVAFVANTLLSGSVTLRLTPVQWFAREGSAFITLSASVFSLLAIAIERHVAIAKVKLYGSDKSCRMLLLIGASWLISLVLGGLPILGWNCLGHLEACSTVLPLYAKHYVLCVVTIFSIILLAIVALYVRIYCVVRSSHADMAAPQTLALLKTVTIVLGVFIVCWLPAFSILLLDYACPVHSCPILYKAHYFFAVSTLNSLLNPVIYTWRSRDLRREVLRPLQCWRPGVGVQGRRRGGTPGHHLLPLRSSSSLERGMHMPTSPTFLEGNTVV
Mac1 fbg inh = inhibitors of CD11b/CD18 adhesion to fibrinogen, primary screen, K562 cells, luminescence | ATPlite luminescence; Mn2+ added to activate the integrin | inhibition, % at 10 µM | 0.54% of 93,000 active;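 active = primary inhibition of 50% or more at 10 µM, then 40% or more on retest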; also: some results filed as inactive read as strong as hits
Target sequence (P05107 whole entry, looked up, other chains not shown): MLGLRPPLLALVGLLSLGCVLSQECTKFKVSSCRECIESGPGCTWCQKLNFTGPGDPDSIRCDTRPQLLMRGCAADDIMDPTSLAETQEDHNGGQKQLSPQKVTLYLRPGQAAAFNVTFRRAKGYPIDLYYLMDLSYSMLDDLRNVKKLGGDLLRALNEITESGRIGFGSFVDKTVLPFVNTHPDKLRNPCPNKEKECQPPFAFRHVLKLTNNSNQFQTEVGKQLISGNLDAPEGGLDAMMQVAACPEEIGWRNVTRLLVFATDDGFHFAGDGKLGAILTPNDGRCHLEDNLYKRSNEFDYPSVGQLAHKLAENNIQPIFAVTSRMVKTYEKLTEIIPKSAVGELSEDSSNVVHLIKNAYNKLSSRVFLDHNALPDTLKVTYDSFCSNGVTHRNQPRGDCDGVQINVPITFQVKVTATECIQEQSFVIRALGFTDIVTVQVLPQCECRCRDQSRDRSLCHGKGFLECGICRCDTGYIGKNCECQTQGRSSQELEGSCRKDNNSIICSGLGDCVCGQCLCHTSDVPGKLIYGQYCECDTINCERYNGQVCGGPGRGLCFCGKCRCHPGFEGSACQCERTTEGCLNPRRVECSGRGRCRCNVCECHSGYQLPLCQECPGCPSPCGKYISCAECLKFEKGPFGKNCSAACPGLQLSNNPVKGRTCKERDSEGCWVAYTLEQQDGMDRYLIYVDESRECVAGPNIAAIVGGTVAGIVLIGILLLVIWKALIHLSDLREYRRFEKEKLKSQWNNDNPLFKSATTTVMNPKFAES
PostGolgi yeast = phenotypic screen on post-Golgi transport, primary screen; AID 739, 2007; post-Golgi transport phenotypic cell assay; inhibition, % at 10 µM; 0.9% of 98,000 active;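 also: yeast cells grown in 1536-well plates; yeast grown about 18 h at 30C before absorbance read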
E coli WT exp = growth inhibitors of wild-type E. coli, primary screen, strain BW25113, expanded library, OD600; OD600 absorbance; growth inhibition, % at 100 µM; 0.15% of 98,000 active; AID 710, 2007;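 active = growth inhibition above about 50% at one test dose, limit read from the data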;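 also: growth measured after 20 h incubation at 37 °C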
sEH inh = soluble epoxide hydrolase inhibitors, primary screen, biochemical, human sEH. inhibition, % at 2 µM. Bifunctional epoxide hydrolase 2 (Homo sapiens), P34913. recombinant human sEH enzymatic activity assay. 0.34% of 91,000 active; in the data active = inhibition above about 80%; also: values of inactives mirror those of a sister screen read the other way; many of its hits are not listed in these tables
sEH act = soluble epoxide hydrolase activators, primary screen, biochemical, human sEH. purified human sEH enzymatic activity, activator screen. activation, % at 2 µM. Bifunctional epoxide hydrolase 2 (Homo sapiens), P34913. 0.04% of 91,000 active; in the data active = activation above about 37%; also: values of inactives mirror those of a sister screen read the other way
S1P2 ag = S1P2 receptor agonists, primary screen, cell-based; Sphingosine 1-phosphate receptor 2 (Homo sapiens), O95136; S1P2-expressing cell line, agonist reporter read-out; activation, % at 4.5 µM; 0.46% of 97,000 active; in the data active = activation above about 16%;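 also: 0% = vehicle low control and 100% = maximal reference agonist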
PLAP act = PLAP enzyme activators, biochemical, luminescence, HTS; AID 696, 2007; activation fold at 20 µM; purified PLAP enzyme, luminescent substrate read-out; hits give high values; 1.2% of 96,000 active; in the data active = activation fold above about 2
The depositor's hits bear a star; x = not tested or not shown. Rule as the data show it, unless noted: active = inhibition above about 30%; inactive = the rest. No enrichment for hits; any-hit rate near 7.1%.

| SMILES | PostGolgi ctrl | S1P2 blocker | Mac1 fbg inh | PostGolgi yeast | E coli WT exp | sEH inh | sEH act | S1P2 ag | PLAP act |
| --- | --- | --- | --- | --- | --- | --- | --- | --- | --- |
| CC1(C)CC(=O)C2=C(C1)N(Cc1ccco1)C(=O)C2(NC(=O)c1ccc(Cl)cc1Cl)C(F)(F)F (stereo not drawn) | 4.7 | 16.2 | x | -4.6 | 3.0 | -6.4 | 5.2 | -8.3 | 1 |
| O=C(NCC1CCCO1)c1cc2n(n1)C(C(F)(F)F)CC(c1ccc(Br)cc1)N2 (stereo not drawn) | 14.8 | 2.4 | 1.2 | -10.3 | -7.0 | -16.3 | 14.1 | -11.5 | 1 |
| CN(C)c1ccc(C(=S)N2CCOCC2)cc1Br | 4.7 | 14.9 | -18.1 | 13.3 | -3.0 | 1.5 | -1.1 | -7.5 | 1 |
| O=C(N/N=C/c1c[nH]c2ccc(Br)cc12)c1ccn(Cc2ccc(Cl)cc2)n1 | 56.5* | -3.9 | -4.8 | 3.3 | -8.0 | -2.7 | 5.0 | -4.9 | 1 |
| O=C(NCc1ccco1)C1CCN(Cc2ccc(F)cc2)CC1 | 3.6 | 17.2 | 1.8 | -10.5 | -6.0 | 4.7 | -4.6 | -3.8 | 1.2 |
| CCOC(=O)N1CCN(C(=O)C2CCC(C(=O)N3CCN(C(=O)OCC)CC3)CC2)CC1 (stereo not drawn) | x | -1.5 | x | x | x | -17.5 | 17.5 | -1.0 | x |
| O=C1NCCCN1Cc1ccc(F)cc1 | 22.6 | 0.2 | -43.6 | 2.8 | -1.0 | 3.9 | -1.8 | 1.4 | 1.7 |
| O=C(NCc1ccccc1)c1noc2c1CCCCC2 | -1.6 | -20.2 | 6.7 | 3.0 | 8.0 | x | x | -2.3 | 1.1 |
| CCOC(=O)N1CCC(N2Cc3cccc(C(=O)NCC4CCN(CC(C)C)C4)c3C2=O)CC1 (stereo not drawn) | 11.5 | 30.4 | -0.8 | 5.0 | 2.0 | -5.5 | 3.9 | -2.1 | 1.7 |
| Cc1cc(NC(=O)CC2CCCC2)n(-c2nc3ccccc3[nH]2)n1 | 14.5 | -15.9 | -4.6 | -3.2 | -2.0 | -0.4 | -1.5 | 4.9 | 1 |
| O=C(NC(Cc1ccccc1)C(=O)N1CCCC1C(=O)O)c1ccccc1 (stereo not drawn) | 12.3 | 17.8 | -4.4 | -2.1 | 4.0 | -1.1 | 2.3 | -6.9 | 1.3 |
| Cc1ccc2nc(SCC(=O)c3ccc(Cl)s3)[nH]c2c1 | 18.8 | -3.0 | -8.2 | -0.5 | -3.0 | 5.9 | -4.1 | -6.9 | 0.9 |
| COc1cccc(OC)c1C(=O)Nn1c(C2CCC2)nc2ccccc2c1=O | -4.0 | -9.8 | 5.8 | 0.0 | 10.0 | 3.7 | -4.2 | -2.4 | 1 |
| CC(C)Oc1ccc(N2CC(C(=O)Nc3ccc4c(c3)OCO4)CC2=O)cc1 (stereo not drawn) | 0.6 | 22.3 | -1.5 | -0.7 | 2.0 | -3.5 | 2.2 | -4.0 | 0.9 |
| O=C(N/N=C/c1cccc(Oc2ccccc2)c1)c1cccc(Br)c1 | 31.3* | 16.1 | -0.1 | 0.7 | -29.0 | 8.1 | -8.8 | -2.1 | 1.1 |
| Cn1c(=O)c2c(nc(CN3CCN(c4ccc(F)cc4)CC3)n2Cc2ccccc2F)n(C)c1=O | 5.3 | 13.0 | 15.6 | 0.8 | -2.0 | x | x | -1.1 | 1.4 |
| O=C(COC(=O)CCc1c[nH]c(=O)[nH]1)Nc1ccccc1 | 0.6 | 4.3 | 15.9 | 6.8 | 2.0 | -6.3 | 4.8 | -8.4 | 0.9 |
| C=CCSc1nc(O)c(CC)c(=O)n1C(C)CC (stereo not drawn) | 7.2 | 9.7 | -8.9 | -2.3 | 1.0 | x | x | -9.6 | 1.2 |
| CCc1ccc(S(=O)(=O)c2n[nH]n3c2nc(=O)c2ccccc23)cc1 | 49.5* | 20.9 | x | 0.8 | -30.0 | -1.9 | 1.1 | -1.4 | x |
| COC(=O)Nc1ccc(S(=O)(=O)N2CCN(C)CC2)cc1 | -1.2 | 18.8 | -16.9 | 4.4 | -13.0 | -5.3 | 5.1 | 0.9 | 1.1 |
| COc1ccccc1NC(=O)c1nnn(Cc2ccccc2)c1NC(=O)C(F)(F)F | 7.3 | -2.0 | 31.4 | -8.0 | -4.0 | -6.5 | 6.2 | -3.7 | 0.9 |
| CC(=O)Nc1sc2c(c1C(=O)N1CCOCC1)CCCCC2 | -4.4 | -15.2 | -15.2 | 10.7 | 5.0 | 9.9 | -4.9 | -3.5 | 1.2 |
| COc1ccccc1/C=C/CN1CC(C)OC(C)C1 (stereo not drawn) | 8.7 | -2.9 | -9.2 | -1.9 | -3.0 | 8.4 | -6.9 | -6.5 | 0.9 |
| COc1cccc(CNC(=O)CCS(=O)(=O)c2cccc3nsnc23)c1 | 3.7 | -13.1 | 2.3 | 2.2 | 9.0 | 15.4 | -16.9 | 0.4 | 1 |
| COc1cc(C(=O)Nc2ccccc2N2CCN(S(C)(=O)=O)CC2)cc(OC)c1OC | 0.8 | -40.0 | 1.5 | -2.8 | -11.0 | -13.2 | 12.4 | 1.6 | 1.7 |
| CC(Sc1ccccc1)C(=O)Nc1ccc(N2CCOCC2)cc1 (stereo not drawn) | 20.4 | 2.0 | -7.9 | -6.8 | 3.0 | 5.1 | -4.4 | -1.4 | 0.9 |
| COc1ccccc1Nc1ncnc2nc[nH]c12 | 12.6 | -9.3 | 3.0 | -4.3 | 0.0 | -21.3 | 22.3 | -0.3 | 2* |
| NC(=O)C1CCN(C(=O)CN2CCN(c3cccc(C(F)(F)F)c3)CC2)CC1 | 3.9 | -0.8 | -16.4 | -7.2 | 2.0 | 8.5 | -5.4 | 1.0 | 1.1 |
| O=C(Oc1ccc(Cl)cc1)c1ccc2nccnc2c1 | 0.0 | -5.2 | 3.8 | -5.1 | 2.0 | -27.2 | 28.8 | -5.7 | 0.9 |
| C=CCn1c(SCC(=O)Nc2ccc(C(=O)OCC)cc2)nnc1-c1cccs1 | -2.1 | x | 0.9 | -1.3 | -10.0 | x | x | x | 0.9 |
| Cn1c(SCC(N)=O)nnc1C1CCN(C(=O)NC2CCCCC2)CC1 | -4.6 | 17.2 | 9.2 | 24.2 | 4.0 | 23.4 | -23.8 | -0.6 | 0.9 |
| O=C1c2ccccc2C(O)N1c1cccnc1 (stereo not drawn) | 6.5 | 7.1 | 7.6 | -7.4 | -2.0 | -13.8 | 10.9 | -2.9 | 0.8 |
| O=C1c2ccccc2NC(c2ccccc2)N1Cc1ccco1 (stereo not drawn) | 8.7 | x | 6.9 | 6.3 | -1.0 | x | x | x | 0.9 |
| CCCn1c(=S)[nH]c2cc(OC)c(OC)cc2c1=O | 5.6 | -5.1 | 1.5 | 4.7 | -4.0 | 1.9 | 0.1 | -1.5 | 1 |
| O=C(NCCCN1CCOCC1)c1cc2c(s1)CSC2 | -0.6 | 7.9 | x | 2.4 | 1.0 | x | x | -5.5 | 1.2 |
| Cc1nc2ccc(NC(=O)c3c(-c4ccccc4)noc3C)cc2s1 | -0.3 | -8.2 | -9.1 | 17.2 | 10.0 | -5.5 | 4.9 | 0.1 | 0.8 |
| CC(C)(C)c1ccc(-c2nnc(NC(=O)c3ccccc3)s2)cc1 | 0.3 | 14.2 | x | 0.0 | -19.0 | 6.9 | -4.3 | -4.0 | 0.9 |
| O=C(/C=C/c1ccccc1)NC(=S)NNC(=O)Cc1cccs1 | x | 8.3 | x | x | x | 1.5 | -1.6 | -5.6 | x |
| COc1cccc(C(=O)CSc2nnc(-c3cc(OC)c(OC)c(OC)c3)o2)c1 | -1.6 | -25.5 | -7.8 | -8.9 | -20.0 | 0.3 | 0.4 | -6.2 | 1.2 |
| O=C(Nn1cnnc1)c1cc(-c2ccccn2)nc2ccccc12 | 0.6 | x | -4.6 | 10.1 | 7.0 | x | x | x | 0.9 |
| Cc1cccn2c(=O)c(C=NCCO)c(NCc3ccco3)nc12 | 20.9 | -15.7 | -0.6 | -5.6 | 3.0 | -6.6 | 4.4 | 1.1 | 0.8 |
| Cc1cc(C)n(Cc2ccc(C(=O)O)cc2)n1 | -5.1 | -16.5 | -4.9 | -11.0 | -6.0 | -30.8 | 23.6 | -2.3 | 0.9 |
| COC1(OC)C(/C=C/c2ccc(C)cc2)C(C#N)(C#N)C1(OC)OC (stereo not drawn) | x | -2.5 | x | x | x | 9.6 | -8.6 | -2.9 | x |
| C/C(=N/OC(=O)c1ccc(C)cc1)c1ccc(N2C(=O)C3CCCCC3C2=O)cc1 (stereo not drawn) | 18.4 | 4.7 | 18.3 | -6.6 | -4.0 | 9.2 | -11.0 | -1.9 | 1.1 |
| C/C(CCc1ccc2c(c1)OCO2)=N\N=C(/N)SC1CC(=O)N(c2ccccc2F)C1=O (stereo not drawn) | -1.4 | 9.2 | x | 3.0 | -1.0 | 8.6 | -10.2 | -4.7 | 1.1 |
| CCOc1ccc(OCC)c(S(=O)(=O)NCc2cccnc2)c1 | x | -2.4 | x | x | x | -5.1 | 3.0 | 1.6 | x |
| CCCC(=O)Nc1c(-c2ccc(OC)cc2)c(=O)c2ccccc2n1C | -7.5 | -6.5 | 11.1 | -11.6 | 6.0 | 2.5 | -0.6 | -2.2 | 1.2 |
| COc1ccc(-c2ccc(SCC(=O)NCc3ccco3)nn2)cc1OC | -9.8 | -1.3 | -9.7 | -6.3 | 4.0 | -2.1 | 1.7 | -7.4 | 1.1 |
| Cc1cccc(CCN(C(=O)Cc2cccs2)C(C(=O)NC2CCCCC2)c2cccnc2)c1 (stereo not drawn) | 2.8 | 9.3 | x | -6.4 | -9.0 | 3.9 | -1.6 | -3.8 | 0.9 |
| CCOc1ccc(C2NC(=O)C(C#N)=C(S)N2c2ccc(OC)cc2)cc1OC (stereo not drawn) | 3.3 | 16.4 | x | 1.1 | -10.0 | 6.5 | -7.9 | -6.4 | 0.9 |
| NC(=O)CSc1nnc(CNc2cccc(Cl)c2)n1CCc1ccccc1 | 11.8 | 5.8 | -1.4 | 11.2 | 1.0 | 7.6 | -7.2 | -10.2 | 1.5 |
| CCOC(=O)N1CCN(C(=O)CSc2nc3c(cnn3-c3ccc(Cl)cc3)c(=O)[nH]2)CC1 | 5.4 | x | -4.9 | -6.2 | -1.0 | x | x | x | 1.3 |
| COCC(=O)Nc1nc2ccc(S(C)(=O)=O)cc2s1 | 8.5 | 1.2 | 12.6 | -5.5 | 3.0 | -29.7 | 31.6 | -1.9 | 1 |
| N#Cc1nc(Cc2ccccc2)oc1NCCCn1ccnc1 | -6.2 | 13.1 | -12.6 | 5.8 | 7.0 | 5.2 | -6.5 | -3.3 | 1.2 |
| CCOc1ccc(-n2ccnc2SCC(=O)Nc2nnc(CC)s2)cc1 | 1.9 | 15.9 | x | 0.8 | -4.0 | 2.8 | -1.3 | -3.4 | 1.5 |
| CSc1ccc(S(=O)(=O)NCCSc2ccccn2)cc1 | 21.4 | -27.2 | x | 4.8 | 7.0 | -1.3 | 2.5 | -9.7 | x |

Arranged by SMILES length (descending): part of the list above
| SMILES | PostGolgi ctrl | S1P2 blocker | Mac1 fbg inh | PostGolgi yeast | E coli WT exp | sEH inh | sEH act | S1P2 ag | PLAP act |
| --- | --- | --- | --- | --- | --- | --- | --- | --- | --- |
| CCOC(=O)N1CCN(C(=O)CSc2nc3c(cnn3-c3ccc(Cl)cc3)c(=O)[nH]2)CC1 | 5.4 | x | -4.9 | -6.2 | -1.0 | x | x | x | 1.3 |
| NC(=O)CSc1nnc(CNc2cccc(Cl)c2)n1CCc1ccccc1 | 11.8 | 5.8 | -1.4 | 11.2 | 1.0 | 7.6 | -7.2 | -10.2 | 1.5 |
| COCC(=O)Nc1nc2ccc(S(C)(=O)=O)cc2s1 | 8.5 | 1.2 | 12.6 | -5.5 | 3.0 | -29.7 | 31.6 | -1.9 | 1 |
| N#Cc1nc(Cc2ccccc2)oc1NCCCn1ccnc1 | -6.2 | 13.1 | -12.6 | 5.8 | 7.0 | 5.2 | -6.5 | -3.3 | 1.2 |
